Screening data as filed in PubChem BioAssay.
MrgX1 ag = activates human MrgX1 receptor signaling | MrgX1-HEK293 cells, Fluo-4 calcium fluorescence, agonist mode; hits give high values | 0.44% of 310,000 active | B-score at 10 µM;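 active = calcium response B-score plate-corrected fluorescence ratio at least 3 library SD, with starting fluorescence B-score inside 5 SD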
Target sequence (Q96LB2 whole entry, looked up): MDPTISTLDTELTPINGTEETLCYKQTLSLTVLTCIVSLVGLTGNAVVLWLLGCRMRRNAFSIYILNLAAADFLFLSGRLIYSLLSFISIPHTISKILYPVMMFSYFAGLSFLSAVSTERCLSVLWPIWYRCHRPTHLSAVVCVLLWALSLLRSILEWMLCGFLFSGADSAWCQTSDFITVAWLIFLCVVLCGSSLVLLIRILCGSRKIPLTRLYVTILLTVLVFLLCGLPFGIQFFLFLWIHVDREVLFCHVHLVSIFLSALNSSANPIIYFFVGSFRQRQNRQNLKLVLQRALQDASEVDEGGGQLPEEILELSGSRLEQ
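Material: MrgX1-expressing HEK293 cells / Dosing: compound as first of three additions / Incubation: overnight seeding, then 1 h dark dye loading / Signal: Fluo-4 NW calcium fluorescence / Evaluation: B-scored fluorescence response ratio / Benchmarks: positive and negative control wells on each plate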
MrgX1 PAM = human MrgX1 positive allosteric modulation, primary screen | Q96LB2 | MrgX1-HEK293, Fluo-4 calcium flux, FDSS; hits give high values | B-score at 10 µM | 0.63% of 310,000 active | AID 588675;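 active = plate-corrected calcium response at least 3 library SD above typical, normal starting fluorescence, not activating the receptor alone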;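 note: compound read alongside a low EC10 to EC30 dose of BAM8-22 agonist; peak minus trough fluorescence over baseline measured at the second addition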
RGS4 block = inhibitors of human RGS4 | HEK293 M3R/RGS4 inducible, Fluo-4 calcium flux; hits give high values; triggered by carbachol at its EC20 | P49798 | 0.45% of 310,000 active | B-score at 10 µM;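 active = B-score, a plate-corrected calcium signal, over three deviations above library mean, with baseline fluorescence within five deviations of library mean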;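 note: RGS4 expression induced by doxycycline in cells with stable M3 receptor; B-score is computed from the integrated fluorescence ratio over baseline after carbachol; higher B-score means a larger calcium signal and so more RGS4 inhibition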
Target sequence (P49798 whole entry, looked up): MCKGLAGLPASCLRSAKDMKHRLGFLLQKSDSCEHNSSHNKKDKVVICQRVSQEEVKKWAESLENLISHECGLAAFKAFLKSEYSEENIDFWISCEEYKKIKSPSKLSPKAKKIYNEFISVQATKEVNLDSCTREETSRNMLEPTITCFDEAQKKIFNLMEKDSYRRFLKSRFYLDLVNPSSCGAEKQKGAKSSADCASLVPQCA
RGS4 act = potentiators or activators of RGS4; HEK293 M3R/inducible RGS4, carbachol calcium flux Fluo4; hits give low values; B-score at 10 µM; 0.92% of 310,000 active; AID 463111;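 active = B-score of the integrated calcium signal more than 4 SD below the library mean, with starting fluorescence not abnormally high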;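 note: negative B-score means reduced calcium response which marks RGS4 activation or potentiation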
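test system = M3R-expressing HEK293 line, RGS4 induced by doxycycline | probe or stimulus = carbachol at ECmax as muscarinic agonist stimulus | timing = dye loading 30 min 37 °C, buffer rest 30 min RT | signal = calcium dye Fluo4 fluorescence | evaluation = B score from integrated fluorescence ratio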
MrgX1 antag = antagonists of human MrgX1 receptor; MRGX1-HEK293 calcium flux, Fluo-4, BAM8-22 antagonism; hits give low values; B-score at 10 µM; AID 588676; 1.3% of 310,000 active;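 active = calcium-response B-score plate-corrected more than 3 library SD below zero, starting fluorescence within 5 deviations, no agonist response on first addition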;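 note: peak minus trough fluorescence over baseline after final BAM8-22 challenge near maximal dose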
Platelet DG rel = platelet dense granule release activity; human platelet-rich plasma, SFLLRN dense granule ATP release, luminescence; 0.22% of 300,000 active; inhibition, %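 (compounds screened at 7.5 µM in platelet-rich plasma)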;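 active = mean replicate score, as percent of positive control, at or above 50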
TRPC6 inhibitor = blocks the mouse TRPC6 cation channel | HEK293-TRPC6, membrane potential dye, ACh-evoked depolarization; hits give low values | 1.1% of 310,000 active | B-score at 10 µM | Q61143 | AID 2553;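 active = B-score under library mean minus 3 SD, initial fluorescence not abnormally high, positive integrated signal ratio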;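 note: B-score derived from integrated fluorescence ratio over the kinetic read; more negative B-score means stronger inhibition of depolarization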
HIF activator = HIF pathway transcriptional activation; activation, % at 7.5 µM (by protocol); 0.32% of 300,000 active; U2OS HRE-luciferase reporter, luminescence; normalized: DMSO 0%, desferrioxamine 100%;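 active = mean activation of at least 10% of the iron chelator positive control signal, with at least half of replicates also reaching 10%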
TRPC4 inh = TRPC4 (mouse) channel inhibition; Q9QUQ5; HEK293 TRPC4beta/mu-opioid, DAMGO-evoked Fluo4 calcium flux; hits give low values; 0.39% of 300,000 active; B-score at 10 µM;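 active = B-score over 3 SD under the library average, no early fluorescence shift, positive overall ratio signal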
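Material: HEK293 cells with stable TRPC4beta plus mu-opioid receptor expression / Probe or stimulus: DAMGO in two steps, submaximal then maximal / Compound: single concentration per test compound / Technique: kinetic Fluo4 fluorescence imaging of calcium influx / Read-out: per-well B score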
TRPC6 activator = activators of mouse TRPC6 channel; AID 2550; B-score at 10 µM; 0.13% of 310,000 active; HEK293-TRPC6 membrane potential dye fluorescence; hits give high values;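 active = B-score of the integrated fluorescence ratio above library mean plus 3 SD, and starting fluorescence ratio within library mean plus 5 SD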;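 note: higher score means more depolarization so channel activation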
SKKanGAS inh = blocks kanamycin growth of S. pyogenes SKKanGAS strain | inhibition, % at 7.5 µM | AID 1662 | BacTiter-Glo, 6 h | 1.3% of 300,000 active;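 active = mean replicate score, as percent of positive control median, at least 50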;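 note: strain carries kanamycin resistance gene driven by streptokinase promoter and grows in 40 µg/ml kanamycin; loss of luminescence reflects streptokinase promoter inhibition or plain growth inhibition; 0% = median of DMSO wells and 100% = positive control at its reference dose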
Numbers without * were called inactive; i = inactive; . = not tested or not shown. Rows were taken by chance; about 6.1% have a hit in one of these screens.

The line under a structure holds: RGS4 block	TRPC4 inh	MrgX1 PAM	RGS4 act	Platelet DG rel	MrgX1 antag	TRPC6 activator	SKKanGAS inh	MrgX1 ag	HIF activator	TRPC6 inhibitor
CNC(=O)c1ccccc1Sc1cccc2cccc(C(=O)O)c12
    i	i	i	i	2	i	i	7	i	0.0	i
Cc1ccc(OCC(=O)Nc2ccc3oc(=O)ccc3c2)cc1
    i	i	i	i	9	i	i	-2	i	0.3	i
CC(C)Cn1c(-c2ccc(Cl)cc2)cnc1SCC(=O)N1CCOCC1
    i	i	i	i	4	i	i	13	i	0.1	i
CCOc1ccc(C2=Nn3cnnc3SC2)cc1
    i	i	i	i	-3	i	i	0	i	-0.2	i
CC(=O)N1c2ccccc2NC2=C(C(=O)CCC2)C1c1cccnc1 (centres undefined)
    i	i	i	i	-3	i	i	-4	i	0.4	i
COc1ccc(C(=O)O/N=C(\C)c2nccs2)cc1
    i	i	i	i	-3	i	i	-10	i	-0.1	i
COc1ccc(NS(=O)(=O)c2cc(C)ccc2OC)cc1OC
    i	i	i	i	-6	i	i	5	i	0.0	i
O=C(NCCOC(=O)c1ccc(C(=O)OCCNC(=O)c2cccnc2)s1)c1cccnc1
    i	i	i	i	7	i	i	0	i	-0.3	i
Cc1ccc(S(=O)(=O)/C(=C\N(C)C)c2cnc(Cl)s2)cc1
    i	i	i	i	-1	i	i	6	i	-1.0	i
Cc1c(CCCC(=O)O)sc(N)c1C(=O)c1cccc(C(F)(F)F)c1
    i	i	i	i	4	i	i	0	i	-0.7	i
Nc1ccc2nc(-c3cccc(-c4nc5ccc(N)cc5[nH]4)n3)[nH]c2c1
    i	i	i	i	-6	i	i	0	i	0.9	i
CC(C)c1ccccc1OCC(O)CN1CCN(S(=O)(=O)c2ccc([N+](=O)[O-])cc2)CC1 (centres undefined)
    i	i	i	i	3	i	i	10	i	-1.5	i
COc1cc2c(C#N)c(N3CCN(C)CC3)nc(N)c2c(N)n1
    i	i	i	i	11	i	i	6	i	0.5	i
COc1ccc(CCNC(C)=O)cc1
    i	i	i	i	-1	i	i	4	i	-0.3	i
O=C(NCCN1C(=O)S/C(=C\c2ccc(OC(F)F)cc2)C1=O)C1=COCCO1
    i	i	i	i	4	i	i	-6	i	3.2	i

Remaining list, next part.
The line under a structure holds: RGS4 block	TRPC4 inh	MrgX1 PAM	RGS4 act	Platelet DG rel	MrgX1 antag	TRPC6 activator	SKKanGAS inh	MrgX1 ag	HIF activator	TRPC6 inhibitor
O=C(Nc1ccccc1)c1cc(S(=O)(=O)N2CCSCC2)ccc1Cl
    i	i	i	i	22	i	i	2	i	-1.3	i
CCCOc1ccc(S(=O)(=O)N2C(=O)CC(=O)N(Cc3ccc(OCC)cc3)C2=O)cc1
    i	i	i	i	3	i	i	1	i	0.0	i
CC(C)CCNC(=O)c1ccc(C2SCC(=O)N2Cc2ccco2)cc1 (centres undefined)
    i	i	i	i	-3	i	i	-1	i	0.3	i
Cc1ccc(S(=O)(=O)c2nc(S(C)(=O)=O)sc2N2CCN(C)CC2)cc1
    i	i	i	i	-11	i	i	-21	i	-0.4	i
O=C(N/N=C/c1cc(Cl)ccc1O)c1ccncc1
    i	i	i	i	-16	-5.1*	i	99*	i	26*	i
Cc1cc(C)cc(-n2c(C)cc(C=C(C#N)C#N)c2C)c1
    i	i	i	i	9	i	i	-2	i	-0.1	i
O=C(Nc1cccc(C(=O)Nc2ccccc2C(=O)O)c1)c1cccc(Cl)c1
    i	i	i	i	-28	i	i	22	i	0.0	i
Cn1c(=O)cc(OCCCC(=O)Nc2ccc3c(c2)OCCO3)c2ccccc21
    i	i	i	i	1	i	i	-6	i	0.2	i
CC1Sc2ccc(S(=O)(=O)CCC(=O)N3CCCC3)cc2NC1=O (centres undefined)
    i	i	i	i	-18	i	i	1	i	0.1	i
CC(=O)c1c(C)[nH]c(C(=O)NCc2ccc(C)cc2)c1C
    i	i	i	i	.	i	i	2	i	0.5	i
CC1=C(C(N)=O)C(c2cccs2)NC(=S)N1 (centres undefined)
    i	i	i	i	6	i	i	-2	i	-0.4	i
CC(C)c1ccc2oc(=O)cc(CN3CCCCC3)c2c1
    i	i	i	i	1	i	i	11	i	-0.8	i
Cc1ccc(NCC(=O)N=Nc2c(O)n(C)c3ccccc23)cc1
    i	i	i	i	6	i	i	6	i	1.8	i
Cc1ccc(N(CC(=O)NCCc2ccc(F)cc2)S(=O)(=O)c2ccc(Cl)c([N+](=O)[O-])c2)c(C)c1
    i	i	i	i	-2	i	i	7	i	0.1	i
CCOc1ccc(NC(=S)Nc2cccnc2)cc1
    i	i	i	i	19	i	i	-7	i	-0.5	i

Next section.
The line under a structure holds: RGS4 block	TRPC4 inh	MrgX1 PAM	RGS4 act	Platelet DG rel	MrgX1 antag	TRPC6 activator	SKKanGAS inh	MrgX1 ag	HIF activator	TRPC6 inhibitor
O=C(NCc1cccnc1)c1ccc(S(=O)(=O)N2CCOCC2)cc1
    i	i	i	i	-2	i	i	-9	i	-0.5	i
CCC(=O)Nc1cccc(-n2nnnc2SCC(=O)N2CCCCC2)c1
    i	i	i	i	9	i	i	-14	i	0.4	i
Cc1cc(C(=O)NNC(=S)Nc2ccccc2)nn1C
    i	i	i	i	-9	i	i	0	i	1.9	i
c1ccc(CSc2ncnc3c2sc2nc(N4CCOCC4)c4c(c23)CCCC4)cc1
    i	i	i	i	9	i	i	20	i	-1.7	i
COc1cc(Br)c(C2C(C#N)=C(N)Oc3n[nH]c(-c4cccnc4)c32)cc1OC (centres undefined)
    i	i	i	i	-6	i	i	6	i	-0.1	i
CN(Cc1ccccc1)C(=O)c1[nH]cnc1C(=O)N[C@@H](Cc1ccccc1)C(=O)OC(C)(C)C
    i	i	i	i	0	i	i	3	i	0.0	i
Cc1ccc(-c2nn(-c3cccc(F)c3)cc2CNCCc2ccncc2)o1
    i	i	i	i	2	i	i	-10	i	0.6	i
O=C(CN(c1cccc([N+](=O)[O-])c1)S(=O)(=O)c1ccccc1)NCc1cccnc1
    i	i	i	i	5	i	i	1	i	0.2	i
O=C(O)CCCN1C(=O)NC2NC(=O)NC21 (centres undefined)
    i	i	i	i	-1	i	i	2	i	0.1	i
O=C(CCc1ccc(S(=O)(=O)NCc2ccccc2)cc1)NCC1CCCO1 (centres undefined)
    i	i	i	i	0	i	i	-2	i	-0.1	i
Cc1nn(CC(=O)NCCCN2CCN(C)CC2)c(=O)c2cc(-c3ccccc3)nn12
    i	i	i	i	-18	i	i	-3	i	0.0	i
CC(=O)c1cccc(NC(=O)COC(=O)c2cccs2)c1
    i	i	i	i	0	i	i	6	i	0.2	i
COc1ccc(CCNC(=O)CSc2nn(-c3ccccc3)c(=S)s2)cc1
    i	i	i	i	1	i	i	-7	i	-0.7	i
COc1ccc(-n2c(SCCNCCO)nc3sc4c(c3c2=O)CCCC4)cc1
    i	i	i	i	0	i	i	-5	i	0.7	-5.2*
CC(C)=C1SC(N2CCCCC2)=NC1=O
    i	i	i	i	2	i	i	-5	i	1.1	i

Continued, starting with the last two of the part before.
The line under a structure holds: RGS4 block	TRPC4 inh	MrgX1 PAM	RGS4 act	Platelet DG rel	MrgX1 antag	TRPC6 activator	SKKanGAS inh	MrgX1 ag	HIF activator	TRPC6 inhibitor
COc1ccc(-n2c(SCCNCCO)nc3sc4c(c3c2=O)CCCC4)cc1
    i	i	i	i	0	i	i	-5	i	0.7	-5.2*
CC(C)=C1SC(N2CCCCC2)=NC1=O
    i	i	i	i	2	i	i	-5	i	1.1	i
CC(C)(C)NC(=O)C(c1ccc(OCC(N)=O)cc1)N(C(=O)c1cccnc1)C1CC1 (centres undefined)
    i	i	i	i	0	i	i	-3	i	-0.8	i
CC(=O)Nc1ccc(S(=O)(=O)NC(C)C(=O)NCCc2ccc(F)cc2)cc1 (centres undefined)
    i	i	i	i	3	i	i	1	i	0.2	i
CC(C)(C)C(=O)CSc1ncnc2c1cnn2Cc1ccccc1
    i	i	i	i	8	i	i	2	i	-0.4	i
CCOC(=O)C1(CC2CCCCO2)CCN(Cc2nc(C(C)C)cs2)CC1 (centres undefined)
    i	i	i	i	28	i	i	1	i	-0.4	i
COc1ccc(NC(=O)CSc2nnc(-c3ccccc3)n2N)cc1
    i	i	i	i	7	i	i	-2	i	0.8	i
Cc1ccc(NC(=O)C[n+]2cc(-c3ccccc3)n3c2CCC3)c(C)c1
    i	i	i	i	-2	i	i	-3	i	0.7	i
COc1ccc(/C(O)=C2/C(=O)C(=O)N(CCN(C)C)C2c2ccccn2)cc1OC (centres undefined)
    i	i	i	i	-1	i	i	2	i	1.9	i
Cc1ccc(-n2c(C)cc(C(=O)COC(=O)c3c(C)noc3C)c2C)cc1
    i	i	i	i	-1	i	i	-2	i	2.5	i
COc1cc(OC)c(NS(=O)(=O)c2coc(C(N)=O)c2)cc1Cl
    i	i	i	i	-6	i	i	1	i	0.0	i
Cc1[nH]c2ccccc2c1C(O)CN1CCC2(CC1)OCCO2 (centres undefined)
    i	i	i	i	7	i	i	1	i	-0.1	i
Cc1cccc(NCC(=O)N/N=C/c2cccc(Br)c2)c1
    i	i	i	i	0	i	i	-5	i	2.5	i
COc1cc(NC(=O)CN2C(=O)CN(C)C2=O)c(C)cc1[N+](=O)[O-]
    i	i	i	i	-5	i	i	-4	i	-0.5	i
CCOC(=O)c1c(C)[nH]c(C(=O)COC(=O)/C=C/c2ccc(OC(F)F)cc2)c1C
    i	i	i	i	1	i	i	-2	i	0.0	i
CCN1C(=O)CC(N2CCC(C(=O)OC)CC2)C1=O (centres undefined)
    i	i	i	i	5	i	i	2	i	0.2	i
COc1cc(C(=O)OCCNC(=O)c2ccncc2)cc(OC)c1OC
    i	i	i	i	1	i	i	-1	i	-0.9	i

The list continues:
The line under a structure holds: RGS4 block	TRPC4 inh	MrgX1 PAM	RGS4 act	Platelet DG rel	MrgX1 antag	TRPC6 activator	SKKanGAS inh	MrgX1 ag	HIF activator	TRPC6 inhibitor
CN(C)S(=O)(=O)c1cccc(C(=O)Nc2ccc3c(c2)CCC3)c1
    i	i	i	i	-8	i	i	-6	i	2.6	i
CC(Oc1ccccc1)C(=O)N1CCN(c2ccc(N3CCCCCC3)nn2)CC1 (centres undefined)
    i	i	i	i	3	i	i	0	i	-0.6	i
CN(Cc1ccccc1)c1nc2c(c(=O)[nH]c(=O)n2C)n1CCSc1nc2ccccc2[nH]1
    i	i	i	i	.	i	i	-1	i	-0.1	i
COc1cc2c(cc1OC)CN(C(=O)c1cccs1)CC2
    i	i	i	i	5	i	i	-6	i	0.0	i
